Screens deposited in PubChem by several laboratories.
CHRM5 PAM: CHRM5 positive allosteric modulation | P08912 | CHO-K1 hM5, Fluo-8 calcium, ACh EC20 PAM; 0% = ACh EC20, 100% = ACh EC100 | activation, % at 3 µM | 0.3% of 360,000 active | AID 624038;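 active = activation above the run cutoff, the mean activation of all test compounds plus 3 SD, cut at about 18% in these data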
Target sequence (P08912 whole entry, looked up): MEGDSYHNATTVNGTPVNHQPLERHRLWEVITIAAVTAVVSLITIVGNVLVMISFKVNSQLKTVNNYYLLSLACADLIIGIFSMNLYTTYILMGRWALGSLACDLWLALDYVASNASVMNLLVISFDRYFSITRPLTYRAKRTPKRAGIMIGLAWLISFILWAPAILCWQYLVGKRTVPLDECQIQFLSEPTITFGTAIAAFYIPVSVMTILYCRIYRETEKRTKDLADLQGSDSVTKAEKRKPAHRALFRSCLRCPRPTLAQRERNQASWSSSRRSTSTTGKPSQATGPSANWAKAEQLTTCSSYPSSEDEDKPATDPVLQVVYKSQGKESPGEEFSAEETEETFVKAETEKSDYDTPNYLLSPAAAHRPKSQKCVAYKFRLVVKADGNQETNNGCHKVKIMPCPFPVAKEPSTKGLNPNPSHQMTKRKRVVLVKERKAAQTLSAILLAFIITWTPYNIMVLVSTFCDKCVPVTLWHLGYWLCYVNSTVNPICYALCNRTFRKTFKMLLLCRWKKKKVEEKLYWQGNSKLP
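System: CHO-K1 cell line with stable human muscarinic M5 receptor expression | Also added: EC20 acetylcholine as agonist stimulus | Compound: One concentration, 3 µM final (nominal) | Timing: Fluo-8 loading 80 min at 37 °C plus 30 min room temperature | Measured by: Fluo-8 calcium dye fluorescence, kinetic read | Read-out basis: % activation, ACh-normalized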
CHRM4 PAM: positive allosteric modulators of human muscarinic M4 receptor; activation, % at 3 µM; 0.4% of 360,000 active; P08173; AID 624126; CHO-K1 hM4/Gqi5, Fluo-8 calcium fluorescence, ACh EC20; 0% = ACh EC20, 100% = maximal ACh;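 active = activation above its plate's cutoff, the mean activation of sample wells plus 3 SD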; note: some results filed as inactive read as strong as hits
Target sequence (P08173 whole entry, looked up): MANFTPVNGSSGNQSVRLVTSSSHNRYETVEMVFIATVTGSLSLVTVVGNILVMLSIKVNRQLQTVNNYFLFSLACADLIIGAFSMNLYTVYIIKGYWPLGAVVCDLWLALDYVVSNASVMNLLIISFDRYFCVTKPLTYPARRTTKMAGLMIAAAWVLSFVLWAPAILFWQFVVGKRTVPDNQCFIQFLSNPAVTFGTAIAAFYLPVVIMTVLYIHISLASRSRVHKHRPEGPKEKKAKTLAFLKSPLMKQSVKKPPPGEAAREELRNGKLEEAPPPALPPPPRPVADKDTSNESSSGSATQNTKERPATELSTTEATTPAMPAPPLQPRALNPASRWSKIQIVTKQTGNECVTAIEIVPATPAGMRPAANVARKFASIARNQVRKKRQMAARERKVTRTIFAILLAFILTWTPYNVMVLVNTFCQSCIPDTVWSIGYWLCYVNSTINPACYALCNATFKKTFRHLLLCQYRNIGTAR
CHRM4 antagonist: CHRM4 antagonism in calcium assay. P08173. CHO-hM4 cells, ACh EC80, Fluo-8 calcium fluorescence. inhibition, % at 3 µM. 0.73% of 360,000 active;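 active = inhibition above its plate's cutoff, the mean inhibition of sample wells plus 3 SD, cut at about 27% in these data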;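 note: 0% = acetylcholine EC80 with DMSO and 100% = DMSO without agonist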
M1 antag: antagonists of human M1 muscarinic receptor; CHO-K1 hM1, Fluo-8 calcium fluorescence, ACh EC80 antagonist; inhibition, % at 3 µM; 1.3% of 360,000 active;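 active = percent inhibition above its own plate's cutoff, namely the mean of that plate's compound wells plus 3 SD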;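 note: peak over basal fluorescence ratio during 140 s after agonist addition; 0% = ACh EC80 plus DMSO and 100% = DMSO alone without agonist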
CHRM4 agonist: agonists of human muscarinic M4 receptor (CHRM4); P08173; CHO-K1 hM4/Gqi5, Fluo-8 calcium fluorescence; vehicle 0%, full acetylcholine response 100%; activation, % at 3 µM; 0.14% of 360,000 active;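 active = activation above the run mean over all test wells plus 3 SD, cut at about 32% in these data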;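 note: peak over basal fluorescence ratio per well then scaled between controls; 0% = DMSO wells and 100% = acetylcholine at EC100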
M5 ag: agonists of human muscarinic M5 receptor (CHRM5). P08912. CHO-K1 hM5 cells, Fluo-8 calcium fluorescence; 0% DMSO wells, 100% maximal acetylcholine response. activation, % at 3 µM. 0.19% of 360,000 active;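 active = activation above the run's mean over test compounds plus 3 SD, cut at about 23% in these data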;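 note: signal is peak over basal fluorescence ratio across the kinetic read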
CHRM5 antagonist: CHRM5 antagonism in calcium assay; P08912; CHO-hM5 cells, Fluo-8 calcium fluorescence, ACh EC80; inhibition, % at 3 µM; 0.59% of 360,000 active; AID 624040;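 active = inhibition above a per-plate cutoff, the mean of that plate's test compounds plus 3 SD, cut at about 27% in these data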;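 note: 0% = acetylcholine EC80 with DMSO and 100% = DMSO without agonist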
M1 PAM: human CHRM1 positive allosteric modulation | P11229 | CHO-K1 hM1, Fluo-8 calcium fluorescence, ACh EC20; 0% = ACh EC20, 100% = maximal ACh | activation, % at 3 µM | 0.088% of 360,000 active | AID 588819; in the data active = activation above about 19%, passing the limit was not always enough
CRFR2-BP ag: CRF-BP/CRF-R2 complex agonism | HEK293 CRF-R2/CRF-BP, calcium dye fluorescence (FLIPR); percent of saturating CRF peptide response | activation, % at 13.2 µM | 0.46% of 350,000 active;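 active = activation of at least 50%, plus an integration ratio under a set limit after plate pattern correction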;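 note: plate controls were neutral control wells without compound for no effect and CRF at EC100 for full effect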
* marks the source's active call; other numbers are inactive results; . = no result given.

SMILES	CHRM5 PAM	CHRM4 PAM	CHRM4 antagonist	M1 antag	CHRM4 agonist	M5 ag	CHRM5 antagonist	M1 PAM	CRFR2-BP ag
COc1cccc(C(=O)NCCS(=O)(=O)NCc2ccc(Cl)cc2)c1	0.6	9.9	-7.1	-14.7	3.0	-2.2	6.8	16.2	-1.0
O=C(Nc1c2c(nn1-c1ccccc1)CS(=O)C2)c1ccc(Br)o1 (stereo not drawn)	4.7	-0.7	-12.4	-4.1	1.1	0.6	0.4	6.7	-0.8
CCC(=O)c1ccc(OCC(=O)OCC(=O)Nc2cccc(S(=O)(=O)N3CCCC3)c2)cc1	-7.1	-7.2	0.9	2.9	12.0	1.0	11.1	-3.5	-0.2
CCNc1nc(OC)nc(N(OC)S(=O)(=O)c2ccc(C)cc2)n1	-3.7	-5.6	10.2	-8.4	-0.2	-10.7	4.8	3.5	-3.9
COc1cccc(C(=O)Nc2cc(C)on2)c1	-5.3	-5.2	-1.1	0.8	-0.2	1.2	4.9	-6.2	-0.5
COc1ccc(NC(=O)CN2CCN(S(=O)(=O)c3ccc(F)cc3)CC2)cc1Cl	-4.2	4.0	-4.3	-5.9	4.1	2.5	4.5	3.0	0.0
COc1ccccc1-c1cc(C(=O)NC(C)c2ccccc2)no1 (stereo not drawn)	-6.3	1.7	-8.7	0.5	1.9	-5.8	-0.8	-3.1	1.3
CC(C)(C)C(=O)Nc1ccc(S(=O)(=O)NC2=NCCCCC2)cc1	-3.2	3.7	-9.7	1.7	1.3	0.3	1.5	18.1	0.9
COc1cccc(-c2nnc(-c3ccco3)o2)c1	-3.4	-5.2	2.2	2.9	0.4	-0.8	2.5	-1.1	-0.9
CCCn1cnc2c(SCc3ccc(Cl)cc3)nc(N)nc21	1.2	1.8	-3.0	-0.8	4.3	5.8	8.7	7.4	-0.1
CCCCOc1ccc(-c2cc(C(=O)NNC(=S)NCC)c3ccccc3n2)cc1	-9.0	-3.3	8.9	1.1	4.9	-3.2	12.9	-1.9	-0.9
Cc1noc(C)c1C(=O)OC(C)C(=O)Nc1ccc([N+](=O)[O-])cc1C(F)(F)F (stereo not drawn)	-1.4	3.1	-5.9	-9.2	0.2	0.4	5.6	5.6	-1.1
CCCCN(N=Nc1nonc1OC)c1nonc1OC	5.1	4.3	3.6	-0.9	-2.5	-7.5	-3.9	2.5	-0.4
CCn1c(O)c(/C=N/N=C2CCCC2)c2ccc(C3=NNC(=O)CC3)cc21	-0.5	3.8	-3.2	-1.8	0.7	4.0	1.1	1.8	-1.0
CC1=C(C(=O)N2CCOCC2)CC(CC(=O)NCCN2CCOCC2)C(=O)N1CCC1=CCCCC1 (stereo not drawn)	4.6	3.0	-7.2	-10.7	0.6	0.3	-5.4	8.6	-0.4
O=C(Nc1ccc2c(c1)OCCO2)c1cc2sccc2n1Cc1ccccc1	-30.2	-5.9	-1.5	3.7	1.1	-9.8	5.9	0.1	-0.5
NC(COCc1ccccc1)c1csc(Nc2ccc(C(=O)NCCO)cc2)n1 (stereo not drawn)	3.9	6.3	-10.1	-8.3	0.8	-0.6	-2.9	12.7	.
CCn1cc(-c2cc(C(=O)O)c3ccccc3n2)c(C)n1	2.0	-2.0	4.8	-8.1	0.3	-0.1	-7.2	11.7	3.1
O=C(NN1C(=O)C2C3C=CC(C4CC34)C2C1=O)c1ccccc1Cl (stereo not drawn)	5.9	9.5	-4.9	-7.9	1.1	0.7	-7.9	12.3	-0.9
Cc1ccc(N=CC2=C(O)CC(c3ccccc3Cl)CC2=O)cc1 (stereo not drawn)	15.1	-3.8	-3.5	-0.9	0.1	6.8	-10.1	12.9	0.7
Cn1c(CNC(=O)c2ccccc2F)nnc1SCc1ccc(F)cc1	-2.4	3.6	-7.9	2.7	0.7	-1.1	6.2	7.7	0.2
CN=C1SC(CC(=O)Nc2cccc(Cl)c2Cl)C(=O)N1C (stereo not drawn)	7.8	0.3	-2.8	-9.0	0.0	-1.6	-6.3	8.1	0.8
Cc1sc(NC(=O)CN2CCOCC2)c(C#N)c1C	-6.8	-2.1	-2.1	-4.5	0.4	2.6	2.3	0.6	-1.3
Cc1ccc(/C=N/NC(=O)c2cccc(S(=O)(=O)Nc3cccc(Cl)c3)c2)o1	4.1	6.8	0.2	-3.6	0.9	-0.6	-0.8	2.8	-1.1
CCOc1cc(N2CCOCC2)c(OCC)cc1NC(=O)Cn1nc(C)c([N+](=O)[O-])c1C	7.9	8.9	-6.0	-13.4	0.8	-3.0	-5.7	7.0	-2.9
SMILES	CHRM5 PAM	CHRM4 PAM	CHRM4 antagonist	M1 antag	CHRM4 agonist	M5 ag	CHRM5 antagonist	M1 PAM	CRFR2-BP ag
CCn1cc(CN2CCCC(CO)(Cc3cccc(Cl)c3)C2)cn1 (stereo not drawn)	11.6	4.9	-4.0	12.4	0.6	-10.4	-14.7	-1.9	-0.2
Oc1ccc(-c2cn3cc(C(F)(F)F)ccc3n2)cc1	2.5	-3.5	-4.2	3.6	0.6	-2.2	1.9	-3.1	-2.1
COc1cccc(NC(=O)CN(C)C(=O)C2=COCCO2)c1	7.0	9.3	-17.2	-10.5	0.3	1.4	-1.5	13.9	-0.8
CCCNS(=O)(=O)c1ccc(CCC(=O)Nc2ccc3c(c2)OCO3)cc1	-3.5	6.7	-0.2	-7.8	1.5	1.4	-1.3	8.1	1.5
C=CCNC(=O)c1cc(Cl)ccc1[N+](=O)[O-]	1.7	8.6	0.6	-1.4	0.4	-0.9	3.0	9.0	1.2
COc1cc2[nH]c(C(=O)NCc3ccccc3)cc2c(OC)c1OC	-1.3	0.1	0.4	-2.6	0.8	-2.3	1.1	4.2	-6.0
O=C1NC(=O)C(c2ccccc2)(c2ccccc2)N1S(=O)(=O)c1ccccc1	-2.3	-0.2	-3.0	-16.2	-0.7	-0.3	3.6	1.6	-0.4
Cc1ccc(-c2[nH]ncc2CN2CCN(C(=O)c3cccs3)CC2)cc1C	-8.8	-3.7	0.9	2.4	5.7	-2.7	20.8	1.4	0.6
Cc1ccc(S(=O)(=O)Cc2ccc(C(=O)N3CCN(Cc4ccccc4)CC3)o2)cc1	-8.1	-2.3	3.7	-10.6	3.3	-1.4	0.3	-0.2	.
C[C@H](NC(=O)c1nc[nH]c1C(=O)NCC(=O)OCc1ccccc1)C(=O)OCc1ccccc1	-35.1	-7.2	24.8	32.1	20.4	-0.7	23.6	-11.4	0.2
COc1cccc(N2CCN(CC(=O)c3c(C)[nH]c4ccccc34)CC2)c1	-10.4	-4.7	3.6	6.0	7.7	2.8	-0.3	-7.3	0.2
CCC1CCc2[nH]nc(C(=O)O)c2C1 (stereo not drawn)	-3.0	9.2	-10.2	-8.7	1.7	0.7	-0.9	6.9	7.4
CC(=O)c1cccc(NC(=O)CN2C(=O)c3cccnc3Oc3ccc(Cl)cc32)c1	3.9	4.8	9.4	-4.0	2.7	-2.6	-2.7	4.5	2.6
O=C(CNCc1ccccc1)Nc1ccc(F)cc1	6.6	2.2	0.3	-0.6	2.9	1.3	1.7	4.2	-0.5
CC(=O)Oc1ccc(C(=O)Nc2ccc(C3(C#N)CCCC3)cc2)cc1	-1.2	1.6	0.4	8.2	2.3	-2.9	16.1	-3.8	4.1
Cc1sc2nc(CSc3ccccc3)nc(N3CCOCC3)c2c1C	-1.9	7.8	-8.2	0.2	-1.7	-2.8	5.3	-2.2	2.9
COC(=O)c1ccc(=O)c2nc3/c(=C/O)c(O)cc(=O)c3[nH]c12	-2.0	0.0	-4.8	0.5	1.6	2.5	2.5	3.5	-0.4
O=C(CSc1ccc2nnc(-c3ccccc3)n2n1)N1CCCCC1	-2.6	-0.4	-2.3	-4.5	0.9	3.1	11.2	1.6	1.0
CC1CCN(C(c2ccc(N(C)C)cc2)c2nnnn2Cc2ccccc2)CC1 (stereo not drawn)	5.7	13.0	2.6	7.7	2.0	-3.5	-0.4	-0.8	-0.9
COC(=O)c1ccc2c(=O)n(Cc3ccco3)c(SCC(=O)Nc3ccccc3Cl)nc2c1	4.8	5.5	-3.7	-15.4	0.2	-3.2	-6.8	15.7	2.5
COc1ccc(OC(C)c2nnc(N)s2)cc1 (stereo not drawn)	-0.2	9.3	-2.1	-1.6	1.0	0.5	4.7	3.9	0.4
Cc1ccc(Cl)cc1N1CCN(C(=O)c2noc(C)c2[N+](=O)[O-])CC1	-6.2	1.1	-17.4	-9.1	6.5	-2.3	10.2	9.7	-0.3

Twelve entries from above, with values under each structure.
Each structure is followed by: CHRM5 PAM	CHRM4 PAM	CHRM4 antagonist	M1 antag	CHRM4 agonist	M5 ag	CHRM5 antagonist	M1 PAM	CRFR2-BP ag
COc1cccc(C(=O)NCCS(=O)(=O)NCc2ccc(Cl)cc2)c1
    0.6	9.9	-7.1	-14.7	3.0	-2.2	6.8	16.2	-1.0
O=C(Nc1c2c(nn1-c1ccccc1)CS(=O)C2)c1ccc(Br)o1 (stereo not drawn)
    4.7	-0.7	-12.4	-4.1	1.1	0.6	0.4	6.7	-0.8
CCC(=O)c1ccc(OCC(=O)OCC(=O)Nc2cccc(S(=O)(=O)N3CCCC3)c2)cc1
    -7.1	-7.2	0.9	2.9	12.0	1.0	11.1	-3.5	-0.2
CCNc1nc(OC)nc(N(OC)S(=O)(=O)c2ccc(C)cc2)n1
    -3.7	-5.6	10.2	-8.4	-0.2	-10.7	4.8	3.5	-3.9
COc1cccc(C(=O)Nc2cc(C)on2)c1
    -5.3	-5.2	-1.1	0.8	-0.2	1.2	4.9	-6.2	-0.5
COc1ccc(NC(=O)CN2CCN(S(=O)(=O)c3ccc(F)cc3)CC2)cc1Cl
    -4.2	4.0	-4.3	-5.9	4.1	2.5	4.5	3.0	0.0
COc1ccccc1-c1cc(C(=O)NC(C)c2ccccc2)no1 (stereo not drawn)
    -6.3	1.7	-8.7	0.5	1.9	-5.8	-0.8	-3.1	1.3
CC(C)(C)C(=O)Nc1ccc(S(=O)(=O)NC2=NCCCCC2)cc1
    -3.2	3.7	-9.7	1.7	1.3	0.3	1.5	18.1	0.9
COc1cccc(-c2nnc(-c3ccco3)o2)c1
    -3.4	-5.2	2.2	2.9	0.4	-0.8	2.5	-1.1	-0.9
CCCn1cnc2c(SCc3ccc(Cl)cc3)nc(N)nc21
    1.2	1.8	-3.0	-0.8	4.3	5.8	8.7	7.4	-0.1
CCCCOc1ccc(-c2cc(C(=O)NNC(=S)NCC)c3ccccc3n2)cc1
    -9.0	-3.3	8.9	1.1	4.9	-3.2	12.9	-1.9	-0.9
Cc1noc(C)c1C(=O)OC(C)C(=O)Nc1ccc([N+](=O)[O-])cc1C(F)(F)F (stereo not drawn)
    -1.4	3.1	-5.9	-9.2	0.2	0.4	5.6	5.6	-1.1
